Screens from PubChem BioAssay.
hcGAS lum = Primary biochemical luminescence assay for human cyclic GMP-AMP synthase inhibitors; Q8N884; recombinant h-cGAS, ATP depletion, Kinase-Glo luminescence; inhibition, % at 12.5 µM; hit rate 0.081% among 290,000; AID 1259398, 2018;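 note: 0% = vehicle reaction and 100% = reaction without DNA for no activity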
Target sequence (Q8N884 whole entry, looked up): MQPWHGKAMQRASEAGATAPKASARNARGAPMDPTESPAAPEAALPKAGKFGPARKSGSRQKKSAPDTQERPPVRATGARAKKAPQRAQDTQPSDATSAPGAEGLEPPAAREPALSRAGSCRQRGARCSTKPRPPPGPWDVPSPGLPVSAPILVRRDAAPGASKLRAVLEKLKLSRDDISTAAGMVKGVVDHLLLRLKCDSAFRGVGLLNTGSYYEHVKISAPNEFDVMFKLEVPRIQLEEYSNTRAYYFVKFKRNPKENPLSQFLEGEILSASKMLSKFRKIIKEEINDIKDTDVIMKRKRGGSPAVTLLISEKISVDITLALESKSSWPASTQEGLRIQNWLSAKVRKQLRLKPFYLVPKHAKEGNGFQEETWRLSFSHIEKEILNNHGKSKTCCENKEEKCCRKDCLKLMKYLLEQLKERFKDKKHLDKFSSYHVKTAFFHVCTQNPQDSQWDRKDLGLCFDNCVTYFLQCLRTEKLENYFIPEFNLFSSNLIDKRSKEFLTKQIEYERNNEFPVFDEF
mcGAS inh = cyclic GMP-AMP synthase inhibitors, mouse, primary biochemical chemiluminescence. recombinant cGAS, Kinase-Glo ATP depletion luminescence. inhibition, % at 12.5 µM. hit rate 0.15% among 160,000. AID 1259399, 2018;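 note: 0% = negative control wells and 100% = reference inhibitor with no enzyme activity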
NPYLR7 agonist = agonists of mosquito NPYLR7 receptor, primary screen, cell-based, Aedes aegypti, calcium fluorescence, mosquito biting behavior | Aedes aegypti neuropeptide Y-like receptor 7 (NPYLR7) | HEK293T NPYLR7/Galpha15, GCaMP6s calcium fluorescence | activation, % at 10 µM | hit rate 0.15% among 270,000 | AID 1259423, 2018; in the data active = activation above about 40%;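 note: 0% = vehicle and 100% = reference agonist at the receptor; some compounds past the cut are filed as inactive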
Starred values were filed as active, the others as inactive; nt = not tested or not shown. Cut-off read from the data, not from the text of the source, unless noted: active = inhibition above about 40%; inactive = the rest.

SMILES | hcGAS lum | mcGAS inh | NPYLR7 agonist
CC(C)CN(CC(=O)N(CCc1c[nH]c2ccccc12)Cc1ccc(C(F)(F)F)cc1)C(=O)C(C)Cl (stereo not drawn) | 0 | -5 | 24
Cc1ccncc1C(=O)N(Cc1ccc(F)cc1)CC1CCCO1 (stereo not drawn) | 5 | nt | 0
c1ccc(C2=Nc3nnnn3CC2)cc1 | -11 | -5 | 14
CSc1nc(-c2ccc(C)cc2)nc(C(Cl)Cl)n1 | 0 | -5 | -4
C=CCN1CCN(c2ccc(F)c(Cl)c2)C(=O)C1C (stereo not drawn) | -5 | -3 | 1
CN(Cc1ccc(F)cc1)c1ncnc(NCCN2CCOCC2)c1N | -7 | nt | 15
O=C(CN(CCCN1CCOCC1)S(=O)(=O)c1ccc(Cl)cc1)N(Cc1ccc2c(c1)OCO2)Cc1ccco1 | -9 | -5 | -3
Cc1nc2c(=O)n(CC(=O)c3ccc(F)cc3)nc(-c3ccco3)c2s1 | 0 | -8 | 3
CCNc1sc(S(C)(=O)=O)nc1S(=O)(=O)c1ccc(Cl)cc1 | -5 | -5 | 9
CCCCc1nc(N2CCCN(S(=O)(=O)c3ccc(Cl)cc3)CC2)c2c(C)nn(-c3ccccc3)c2n1 | -4 | -5 | nt
COCCOCC(=O)N1CCC(c2cn(Cc3cccc(F)c3)c3ccccc23)CC1 | -1 | -3 | 0
Cn1ccc(NS(=O)(=O)c2cc(C(=O)O)cc(Cl)c2Cl)n1 | -4 | -15 | -1
C[C@H](NC[C@H](O)CP(=O)(O)Cc1ccccc1)c1ccc(Cl)c(Cl)c1 | -4 | nt | -12
O=C(NCCc1ccc(F)cc1)c1nnn(-c2ccccc2)c1CSc1ncccn1 | -10 | -9 | -3
CC1(C)CC(NC2CCN(c3ccc(NC(=O)Cc4cccc(Cl)c4)cc3)CC2)CCO1 (stereo not drawn) | -6 | -10 | 34
CCOC(=O)C1=C(c2ccccc2)N(C)C(=O)NC1c1ccccc1Cl (stereo not drawn) | -2 | -1 | -3
CCN(CC)C(=O)C(C1CCCC1)N1CCN(C(=O)c2ccc(Cl)c(Cl)c2)CC1 (stereo not drawn) | -4 | -5 | -3
Cc1cnc(C(=O)N(CC(C)C)c2c(N)n(CC(C)C)c(=O)[nH]c2=O)cn1 | -4 | nt | 9
Cc1ccsc1CN(Cc1ccc(F)cc1)C(=O)CN(C(=O)c1cccc(Br)c1)C1CC1 | 1 | -2 | -6
Cc1cc(Cl)ccc1N1CCN(C(=O)c2cccs2)C(C)C1=O (stereo not drawn) | 0 | -4 | -1
CC(OC(=O)c1nccnc1N)C(=O)Nc1ccc(Cl)cc1C(F)(F)F (stereo not drawn) | -7 | nt | 0
CCc1sc(C(=O)Nn2cnnc2)cc1Br | -16 | -6 | 1
O=C(CCc1nc2ccccc2s1)NCC1CCCO1 (stereo not drawn) | -1 | -3 | -3
c1ccc(C(Cn2ccnc2-c2ccncc2)N2CCCCC2)cc1 (stereo not drawn) | -4 | nt | 0
Cc1ccc(C)c(NC(=O)Nc2ccc(Nc3ccc(-n4cccn4)nn3)cc2)c1 | -5 | -9 | -3
COc1ccc(CCNC(=O)c2cc(-c3ccc(Cl)cc3)nc3ccccc23)cc1OC | 0 | -1 | -17
Cc1ccnc(NC(=O)c2sc3nc(-c4ccccc4)cn3c2C)c1 | 4 | 2 | 5
Cc1nc(C)c(Cc2c(F)cccc2Cl)c(N2CCN(S(C)(=O)=O)CC2)n1 | -4 | -4 | 24
CCCS(=O)(=O)N1CCN=C1SCc1ccc(C)cc1 | -13 | -9 | 26
COc1ccc(C2CCCN2S(=O)(=O)c2ccc(N)cc2)cc1OC (stereo not drawn) | 9 | nt | -6
CC1(C)OC[C@H]2O[C@@H]3OC=C4CC(=O)[C@H]([C@@H]2O1)[C@@H]43 | -1 | nt | -5
CC(C)N(CC(=O)N(Cc1cccn1Cc1ccccc1Cl)C1CCCCC1)C(=O)c1ccc(F)cc1 | -11 | -4 | -4
Cc1ccc(S(=O)(=O)C2CCCC(=O)C2=C(O)c2cn(-c3ccccc3)nn2)cc1 (stereo not drawn) | 0 | nt | 0
CCN(CC)CCNC(=O)c1cc(NC(=O)c2ccc(Cl)cc2Cl)ccc1N1CCN(c2ccccc2OC)CC1 | -3 | -4 | -5
Cc1cc(C)n(C(C)C(=O)N(C)CC2(CO)CCOCC2)n1 (stereo not drawn) | 2 | 2 | nt
CC1(C(=O)N2Cc3ccccc3C2)CCN1C(=O)CC1CCCC1 (stereo not drawn) | -6 | nt | 8
Cc1ccc(CN(Cc2ccco2)Cc2ccc(C(O)(c3cccc(F)c3)c3cccc(F)c3)o2)s1 | 1 | -3 | -6
COC(=O)c1c(C)[nH]c(C(=O)COC(=O)c2cc(Cl)ccc2Cl)c1C | -6 | -3 | 1
Cc1cn2c3c(=O)n(CCN4CCCCC4)c(=O)n(C)c3nc2n1-c1ccc(Br)cc1 | -13 | nt | 24
O=C(CCc1ccccn1)N1CCCC(CNC(=O)C2(c3ccc(Cl)cc3)CC2)C1 (stereo not drawn) | -9 | nt | 4
O=C1Nc2ccccc2C1=Nc1cccc([N+](=O)[O-])c1 | -3 | nt | 4
CC(=NO)C(C)N(O)C(C)C(C)=NO (stereo not drawn) | -4 | nt | 6
CCC(C)(C)c1ccc(S(=O)(=O)N2CCN(c3nc4ccccc4nc3-c3ccccc3)CC2)cc1 | -5 | -6 | 4
CC(C)C1CN(C(=O)c2ccc(S(N)(=O)=O)cc2)CCCN1CC1CC1 (stereo not drawn) | -3 | -13 | 6
CN1C(=O)NC(c2ccccc2)C2=C1CN(C1CC1)C2=O (stereo not drawn) | -4 | -3 | 4
Cc1cc(-c2nnc(NC(=O)CCc3ccccc3)o2)n(C)n1 | -3 | -9 | 0
CC(C)Cc1nnc(NC(=O)CCn2[nH]c(=O)ccc2=O)s1 | 8 | nt | 3
O=C(NCCn1c(=O)oc2ccccc21)Nc1ccc(F)cc1 | -9 | nt | -4
CCn1nc(NC(=O)CCC(=O)O)c2cc3ccccc3nc21 | -3 | nt | 0
CCOC(=O)C1=C(C)N=c2s/c(=C\c3ccc(C(C)C)cc3)c(=O)n2C1c1ccccc1 (stereo not drawn) | 1 | -2 | -1
CCOC(=O)NNC(=O)c1cc(C)oc1C | -3 | nt | 2
COCC1(C(=O)NCc2ccc(CN)cc2)CCC1 | -6 | -14 | nt
CC(=O)Oc1c(-c2ccc(N)cc2)c(C(C)C)nn1-c1cccc(F)c1 | 2 | nt | -11
O=C(c1csnn1)N1CCc2c(Br)cccc2C1 | -1 | -13 | 4
N#Cc1nc[nH]c1C#N | 13 | 7 | 18
COc1ccc(-c2[nH]ncc2CN2CCCCC2CCNC(C)=O)c(OC)c1 (stereo not drawn) | -7 | nt | 18
Cc1nn(C(C)C)c(C)c1S(=O)(=O)N(c1ccccc1F)C1CCCC1 | -8 | nt | 4
Cc1nn(-c2ccccc2Cl)c(C)c1C(=O)O | -1 | -3 | 5
COc1ccc(NC(=O)Cn2ncn3nc(-c4ccccc4)cc3c2=O)cc1OC | -7 | 0 | -10
CCNc1ccnc(/C=C/c2ccccc2)n1 | -2 | -3 | 2

Carrying on.
SMILES | hcGAS lum | mcGAS inh | NPYLR7 agonist
CC(C)NC(=O)N(Cc1cccc(Cl)c1)CC1CC(c2ccc(F)cc2F)=NO1 (stereo not drawn) | 1 | 1 | 1
C=CCN(CC(=O)N1CCc2sccc2C1c1ccc(Cl)cc1)C(=O)C(C)Cl (stereo not drawn) | -8 | -7 | -6
Cc1cc(C2CCC2)nc(N2CCNC(c3ccccc3)C2)n1 (stereo not drawn) | -3 | -8 | 5
CNc1ncc(Br)nc1Br | -8 | nt | 10
Cc1ccc(NC(=O)NCCNc2cc(-n3nc(C)cc3C)ncn2)c(Cl)c1 | -5 | -8 | -3
CN(C)CCCN(C(=O)c1ccnn1C)c1nc2c(Cl)cccc2s1 | -6 | -4 | nt
CCn1cc(Cn2ccnc2-c2ccc(Oc3ncccn3)cc2)cn1 | -5 | -12 | 2
COc1ccc(-c2nnc(NC(=O)C(C)NC(=O)c3cccc(Br)c3)s2)cc1 (stereo not drawn) | -2 | -4 | 19
Cc1cc(C)c2sc(N(CCCN3CCOCC3)C(=O)c3cccs3)nc2c1 | -2 | 0 | -1
CC(C)c1cc(C(=O)NCc2ccccn2)nn1-c1nc2ccccc2s1 | -10 | -8 | 11
COc1ccc(N2C(=O)C3C4C=CC(C3C2=O)C2C(=O)N(c3ccc(OC)cc3)C(=O)C42)cc1 (stereo not drawn) | -11 | -4 | 1
Cc1nc(-c2cn(CCN)nn2)n(-c2cc(Cl)ccc2Cl)n1 | -6 | nt | -2
O=C(c1ccc2c(c1)CCO2)N1CC(c2ccncc2)C1 | -6 | nt | 0
CN1C(=O)/C(=C/c2ccc(OC(F)F)cc2)c2cc(Br)ccc21 | -10 | nt | 1
Cc1nc2ncccc2c(=O)n1-c1ccc(F)c(NC(=O)c2ccc(Cl)c([N+](=O)[O-])c2)c1 | -10 | -7 | 5
CC(NS(=O)(=O)N(C)CCC#N)c1ccc(Cl)cc1Cl (stereo not drawn) | -4 | nt | 1
CCOC(=O)Cn1c(=NC(=O)c2ccc([N+](=O)[O-])cc2)sc2ccccc21 | 0 | nt | 0
CCc1nc2ccc(C(=O)N(CC)CCN(C)C)cn2c1N(C)C(=O)C1CCCCC1 | -2 | 1 | -9
C=C(C)COc1ncnc2c1sc1nc3c(cc12)COC(C)(C)C3 | -13 | nt | -3
CC(C)Cc1noc(CN(Cc2ccccc2O)CC2CCCO2)n1 (stereo not drawn) | -8 | nt | 13
COc1ccccc1C(=O)N(Cc1nnc2c3ccccc3c(C)nn12)c1ccccc1 | -4 | nt | -11
CCCCc1ccc(NC(=O)CC2CSc3nc4[nH]ncc4c(=O)n32)cc1 (stereo not drawn) | -4 | nt | -1
O=C(CSc1nc(=O)n(CCO)c2c1CCC2)N1CCN(c2ccccc2)CC1 | -8 | -10 | 0
CC1(c2ccccc2Br)NC(=O)N(Cc2ccccc2F)C1=O (stereo not drawn) | -2 | nt | 2
CC(C)C(C(=O)NCc1ccc(S(=O)(=O)N2CCOCC2)s1)c1ccc(Cl)cc1 (stereo not drawn) | -4 | -4 | -2
CCOC(=O)N1CCN(C(=O)CSc2ccc(-c3ccccc3)nn2)CC1 | 4 | -8 | -4
COc1cc(OC)cc(-c2onc(C)c2C(=O)NCCSC)c1 | -3 | -2 | -12
CC(C)c1ccc(-n2ncc(C(=O)NNc3cccc(Cl)c3)c2N)cc1 | -11 | nt | 0
O=C(NC(c1ccccc1)c1ccc(Br)cc1F)c1cnccn1 (stereo not drawn) | -6 | nt | 10
N#CC(C#N)=C/C(Br)=C\C(C#N)C#N | 1 | nt | 9
CN(Cc1cc(-c2ccncc2)no1)c1nccc(CCC(F)(F)F)n1 | 0 | nt | 2
COc1ccc(/C=C/C(=O)N2CCC[C@H]2C(=O)OCCc2ccc(OC)c(OC)c2)cc1 | -4 | -3 | 3
O=C(c1cccc(F)c1)N(Cc1cccc(C(F)(F)F)c1)CC1CC(c2ccc(Cl)o2)=NO1 (stereo not drawn) | -2 | -6 | 22
Cc1ccc(Cn2nc(C)c(C=c3s/c(=C\C(=O)C(C)(C)C)[nH]c3=O)c2C)cc1 | -8 | nt | -1
CC(C)SC(NC(=O)OCc1ccccc1)C(=O)NCCc1ccccc1F (stereo not drawn) | 2 | 0 | -1
CCN1CCN(C(c2cccc(Cl)c2)c2c(O)cc(C)n(CCOC)c2=O)CC1 (stereo not drawn) | -5 | nt | 9

12 entries from above, as tab-separated lines:
SMILES	hcGAS lum	mcGAS inh	NPYLR7 agonist
CCCCc1ccc(NC(=O)CC2CSc3nc4[nH]ncc4c(=O)n32)cc1 (stereo not drawn)	-4	nt	-1
O=C(CSc1nc(=O)n(CCO)c2c1CCC2)N1CCN(c2ccccc2)CC1	-8	-10	0
CC1(c2ccccc2Br)NC(=O)N(Cc2ccccc2F)C1=O (stereo not drawn)	-2	nt	2
CC(C)C(C(=O)NCc1ccc(S(=O)(=O)N2CCOCC2)s1)c1ccc(Cl)cc1 (stereo not drawn)	-4	-4	-2
CCOC(=O)N1CCN(C(=O)CSc2ccc(-c3ccccc3)nn2)CC1	4	-8	-4
COc1cc(OC)cc(-c2onc(C)c2C(=O)NCCSC)c1	-3	-2	-12
CC(C)c1ccc(-n2ncc(C(=O)NNc3cccc(Cl)c3)c2N)cc1	-11	nt	0
O=C(NC(c1ccccc1)c1ccc(Br)cc1F)c1cnccn1 (stereo not drawn)	-6	nt	10
N#CC(C#N)=C/C(Br)=C\C(C#N)C#N	1	nt	9
CN(Cc1cc(-c2ccncc2)no1)c1nccc(CCC(F)(F)F)n1	0	nt	2
COc1ccc(/C=C/C(=O)N2CCC[C@H]2C(=O)OCCc2ccc(OC)c(OC)c2)cc1	-4	-3	3
O=C(c1cccc(F)c1)N(Cc1cccc(C(F)(F)F)c1)CC1CC(c2ccc(Cl)o2)=NO1 (stereo not drawn)	-2	-6	22

More results
SMILES | hcGAS lum | mcGAS inh | NPYLR7 agonist
CC(C)(C)c1ccc(-n2c(=O)[nH]c3c(C(N)=O)nc(-c4ccc([N+](=O)[O-])cc4)nc32)cc1 | -7 | -8 | -3
N#Cc1cccc(NN=C2CCN(c3ccc(F)cc3)CC2)c1 | -6 | nt | 11
CCNC(=O)[C@@H]1C[C@@H](N)CN1c1cc(C)nc(N2CCCCC2)n1 | -12 | -6 | nt
CN1CCN(c2ncccc2CNC(=O)C2CCCN2S(C)(=O)=O)CC1 (stereo not drawn) | -3 | -10 | -2
Cc1ccc(CNCC2(O)CCCN(CCc3ccccc3)C2=O)o1 (stereo not drawn) | -2 | -10 | 8
